ALOX12 inhib = inhibitors of human 12-lipoxygenase (ALOX12); purified 12-hLO, xylenol orange hydroperoxide absorbance; Potency, µM (doses to about 57.1 µM), for the others: top-dose activity change, negative = inhibition, usual class: inhibitors; hit rate 0.12% among 150,000; note: potency is the fitted concentration of half-maximal effect; nearly all actives have a fitted effect of over 55% in size; many of its hits are not listed in these tables
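Hydroperoxide formation by human 12-lipoxygenase from 40 uM arachidonic acid was followed colorimetrically via ferric-xylenol orange complex, using the 573/405 nm absorbance ratio. Enzyme concentration was 150 nM, with 30 min reaction at room temperature.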
IMPase cell inh = IMPase inhibition in cells | P97697 | CHO-M1 cells, IP1 accumulation, HTRF TR-FRET ratio | inhibition (IP1 accumulation), % at 46.1 µM | 120,000 tested, under 10 active | AID 901; active = well fitted curve in the direction sought with a large enough effect in the signal ratio, not every such curve was filed as active; inconclusive = small, poorly fitted or top-dose-only effect, or a change in a side signal; inactive = no such curve, though single readings can be large or run the other way; the % refers to the signal ratio;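 note: cells stimulated with carbachol in lithium chloride buffer; plate controls were DMSO basal wells for no effect and reference inhibitor wells for full effect; higher means more IMPase inhibition seen as more IP1 and lower FRET ratio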
Target sequence (P97697 whole entry, looked up): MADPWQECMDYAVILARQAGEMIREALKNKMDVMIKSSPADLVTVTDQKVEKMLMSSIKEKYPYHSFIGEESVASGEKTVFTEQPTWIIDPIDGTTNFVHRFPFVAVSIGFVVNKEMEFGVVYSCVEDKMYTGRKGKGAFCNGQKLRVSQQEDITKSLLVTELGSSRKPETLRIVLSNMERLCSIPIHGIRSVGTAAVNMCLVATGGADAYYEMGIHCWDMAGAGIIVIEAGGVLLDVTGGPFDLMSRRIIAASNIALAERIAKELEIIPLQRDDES
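In this qHTS, compounds (final up to 46 uM) act on CHO-M1 cells that are then activated through the M1 receptor with carbachol, in pH 7.4 buffer containing 50 mM LiCl, for 30 min. IP1 accumulation is quantified by the IP-One immunoassay.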
PNC assembly inh = blocks assembly of the perinucleolar compartment | PC3M PTB-GFP, PNC prevalence imaging, 16 h; active compounds read low | hit rate 3.1% among 140,000 | AID 2417 | activity change (PNC), negative = inhibition, % at 10 µM;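 active = readout at or below -70, meaning at least 70% loss of cells showing the perinucleolar compartment, a nuclear body marking cancer cells; inconclusive = readout between -30 and a set limit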;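 note: plate controls were DMSO wells for no effect and camptothecin positive control wells for full effect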
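PC3M cells stably expressing PTB-GFP, 750–1000 cells/well, treated 16 h at 37 °C with compound (23 nl of library stock), in duplicate. After paraformaldehyde fixation and Hoechst stain, imaged at 20x; PNC prevalence scored by image analysis.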
15-hLO-2 inh = inhibitors of human 15-lipoxygenase 2 (ALOX15B); O15296; purified 15hLO-2, xylenol orange hydroperoxide absorbance; Potency, µM (top dose mostly 57.1 µM), inactives show at the top dose activity change, negative = inhibition, hits mostly inhibitors; hit rate 0.56% among 110,000; note: potency is the fitted concentration of half-maximal effect; nearly all actives have a fitted effect of over 60% in size; many of its hits are not listed in these tables
Target sequence (O15296 whole entry, looked up): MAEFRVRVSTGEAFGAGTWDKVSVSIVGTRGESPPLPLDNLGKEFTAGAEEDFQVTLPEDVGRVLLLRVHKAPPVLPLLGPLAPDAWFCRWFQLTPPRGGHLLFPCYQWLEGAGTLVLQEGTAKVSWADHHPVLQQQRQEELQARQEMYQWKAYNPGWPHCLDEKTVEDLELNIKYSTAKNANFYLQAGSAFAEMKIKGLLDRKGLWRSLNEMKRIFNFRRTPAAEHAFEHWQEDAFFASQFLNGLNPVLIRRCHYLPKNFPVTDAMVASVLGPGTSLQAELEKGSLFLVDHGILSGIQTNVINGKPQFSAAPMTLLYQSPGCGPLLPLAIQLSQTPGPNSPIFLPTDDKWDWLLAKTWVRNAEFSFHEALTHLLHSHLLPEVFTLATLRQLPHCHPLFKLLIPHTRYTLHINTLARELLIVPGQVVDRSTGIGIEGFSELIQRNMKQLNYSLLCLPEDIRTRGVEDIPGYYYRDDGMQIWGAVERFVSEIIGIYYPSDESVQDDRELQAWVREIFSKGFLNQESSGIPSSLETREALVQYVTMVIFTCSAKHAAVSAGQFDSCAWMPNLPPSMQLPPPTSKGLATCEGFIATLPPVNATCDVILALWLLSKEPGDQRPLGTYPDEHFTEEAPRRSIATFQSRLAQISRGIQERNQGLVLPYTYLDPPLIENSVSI
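Purified human 15hLO-2 (50 nM) preincubated 15 min with compound, then 45 uM arachidonic acid for 90 min at RT in 25 mM Hepes pH 7.5, 0.01% Triton X-100. Hydroperoxide detected by Fe-xylenol orange; 573/405 nm absorbance ratio.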
* hit, by the source's call; ? = inconclusive; / = no result given; [ ] = another dose, or the depositor's remark. Unless noted, calls come from the whole dose curve; as a rule, active = well fitted curve in the direction sought with a large enough effect; inconclusive = small, poorly fitted or top-dose-only effect, or another doubt; inactive = no such curve, though single readings can be large; an effect the other way counts as inactive or inconclusive. Unless noted, % is set by controls: 0 for no effect and ±100 for the full control effect. Not all compounds are listed; rates above refer to the full screens.

mol	ALOX12 inhib	IMPase cell inh	PNC assembly inh	15-hLO-2 inh
Cc1ccc(C)c2[nH]c(=O)c(CCNC(=O)c3ccc4c(c3)OCO4)cc12	-6%	0	21	6%
CCC(=O)N1CCc2cc(Br)cc(S(=O)(=O)CCC(=O)NCc3ccco3)c21	1%	2	-119*	/
O=C(CNc1ccc2ccccc2c1)NNC1=NCCC1	-2%	/	4	/
O=C(Nc1ccc2c(c1)OCO2)c1cc2ncc(Br)cn2n1	-14%	3	29	-27%
COC(=O)C1=C(C)Nc2nc(-c3ccccc3)nn2C1c1ccc(C)o1 (stereo not drawn)	-1%	3	41	13%
CCC(NC(=O)c1ccccc1NC(=O)c1ccccc1)C(=O)NNC(=O)CSc1nc2ccccc2o1 (stereo not drawn)	-2%	/	-4	/
O=C(NCc1ccco1)C(NS(=O)(=O)c1cccc2nsnc12)c1ccccc1 (stereo not drawn)	-1%	1	-3	2%
CCOC(=O)/C(C#N)=C/c1ccc(N2CCN(Cc3ccccc3)CC2)cc1	2%	-7	?	/
Cc1cccc(NC(=O)CSc2nnc(CSc3nc(C)cc(C)n3)o2)c1	6%	-6	-27	-3%
COc1ccc(-c2coc3cc(O)ccc3c2=O)c(O)c1O	-3%	/	/	-4%
CC1SC(C)C(=O)N(CC(=O)Nc2ccc3c(c2)OCO3)C1=O (stereo not drawn)	-3%	/	11	/
Cc1cc(=O)oc2cc(OCc3ccc(C(=O)N4CCN(c5ccccc5)CC4)cc3)ccc12	1%	/	16	/
CCn1c(-c2cc(-c3cc(C)ccc3C)nc3ccccc23)n[nH]c1=S	1%	/	19	/
CCCN1C2CCCC1CC(NC(=O)Nc1cccc(C(C)=O)c1)C2 (stereo not drawn)	3%	-8	?	9%
Cc1ccc(S(=O)(=O)N2CCN(c3ccc([N+](=O)[O-])c4cccnc34)CC2)cc1	-2%	8	-5	/
CCOc1cc(C(N)=O)cc(Br)c1OC	2%	-5	3	/
COCCn1c(=NC(=O)c2ccc(S(=O)(=O)N3CCc4ccccc4C3)cc2)sc2cc(S(N)(=O)=O)ccc21	-3%	/	37	/
CCN(CC)c1ccc(C2Nc3cccc4cccc(c34)N2)c(O)c1	-24%	9	3	3%
COCCNC(=O)Cc1ccc(Br)cc1	-11%	3	?	-6%
NCCCCC(NC(=O)C1CCCN1C(=O)C1CSSCC(N)C(=O)NC(Cc2ccc(O)cc2)C(=O)NC(Cc2ccccc2)C(=O)NC(CCC(N)=O)C(=O)NC(CC(N)=O)C(=O)N1)C(=O)NCC(N)=O (stereo not drawn)	0%	/	-4	/
O=C(CSc1nnnn1C1CCCC1)N1CCCc2ccccc21	1%	?	?	17%
CSCC[C@H](NC(=O)OC(C)(C)C)c1nnc(SCC(N)=O)o1	-3%	4	-19	-1%
CCCCOc1ccc(-c2nnn(CC(=O)NCc3ccco3)n2)cc1	-3%	12	18	12%
C/C(=N\NC(=O)C(=O)Nc1cccc(C(F)(F)F)c1)c1ccc(Cl)s1	-5%	?	?	-9%
CC1(C(=O)Nc2nccs2)Cc2ccccc2C(=O)O1 (stereo not drawn)	-1%	2	8	3%

Three structures out of the list, arranged by molar mass, lowest first.
mol	ALOX12 inhib	IMPase cell inh	PNC assembly inh	15-hLO-2 inh
COCCNC(=O)Cc1ccc(Br)cc1	-11%	3	?	-6%
CCn1c(-c2cc(-c3cc(C)ccc3C)nc3ccccc23)n[nH]c1=S	1%	/	19	/
CCOC(=O)/C(C#N)=C/c1ccc(N2CCN(Cc3ccccc3)CC2)cc1	2%	-7	?	/

Carrying on:
mol	ALOX12 inhib	IMPase cell inh	PNC assembly inh	15-hLO-2 inh
Cc1ccc(NS(=O)(=O)c2cccc(C(=O)NNC(=O)NC3CCCCC3)c2)c(C)c1	-21%	/	11	/
CCOC(=O)N1CCN(c2nc(-c3cccs3)cc(C(F)(F)F)n2)CC1	1%	-2	6	15%
CN(C)c1ccc(NC(=O)COC(=O)Cn2nnc3ccccc32)cc1	-1%	15	-17	/
CCOC(=O)C1=C(C)OC(N)=C(C#N)C1c1c(C)nn(-c2ccc(C)cc2)c1Cl (stereo not drawn)	-22%	-6	?	4%
C=CCn1c(=N)c(C(=O)NCCCOC)cc2c(=O)n3ccccc3nc21	-15%	-17	36	-22%
Brc1cccc(OCCN2CCCCC2)c1	-2%	/	14	/
CCOC(=O)/C=C1\SCC(=O)N1CCOc1cccc(Br)c1	-3%	1	8	1%
COc1ccc(N2C(=O)C(Cl)=C(N3CCN(Cc4ccccc4)CC3)C2=O)cc1	-2%	6	-20	5%
CCCCOC(=O)Nc1ccc(N(C)C)cc1	1%	/	?	/
COc1ccc(-c2c(O)c3c(OC)c4c(cc3oc2=O)OC(C)(C)C=C4)cc1	-12%	/	/	-18%
Cn1cc(C(=O)NC2CCCCCCC2)c(=O)c2cc(S(=O)(=O)N3CCCC3)ccc21	1%	-4	2	-23%
CCOC(=O)c1c(NC(C)=O)sc2c1CCCNC2=O	-3%	1	-17	-6%
O=S(=O)(CC(CN1CCCC1)N1CCCC1)c1ccc2ccccc2c1 (stereo not drawn)	1%	-6	-100*	/
Nc1ccc(N(c2ccccc2)c2ccc(N)cc2)cc1	-29%	3	48	0.63µM*
O=C(NC(=O)c1ccncc1)NC(c1ccccc1)c1ccccc1	5%	11	78	5%
C[C@H](NC(=O)C1(c2ccccc2)CCN(C(=O)[C@H]2CSCN2C(=O)OC(C)(C)C)CC1)C(=O)O	-2%	-10	-1	7%
Cc1ccc(-n2c(C)cc(C(=O)Cn3nc(C(=O)O)c4ccccc4c3=O)c2C)cc1	-2%	10	29	/
C=CCN(C(=O)CNC(=O)c1ccco1)C(C(=O)NC1CCCCC1)c1ccc(OC)cc1OC (stereo not drawn)	-5%	4	26	4%
C=CCn1c(SCC(=O)Nc2ccc3c(c2)CCC3)nc2ccccc2c1=O	0%	/	-27	/
CCC(Sc1nc2ccccc2c2nc3ccccc3n12)C(=O)NCc1ccco1 (stereo not drawn)	6%	-7	?	-28%
COC(=O)CSc1nc2ccccc2n1CC(=O)N(C(C)C)C(C)C	4%	7	6	0%
C1CCOC1	0%	/	/	-6%
N#CC(C(=O)Nc1ccccc1)=C1Nc2ccccc2N1	-4%	?	36	12%
CCOc1ccc(C2c3cc(OC)c(OC)cc3CC(=O)N2c2ccc(OC)cc2)cc1 (stereo not drawn)	-7%	-12	25	1%
CCCCOc1ccc(C(=O)Nc2ccc(C)cc2[N+](=O)[O-])cc1	-1%	/	15	/
CC(C)c1nc2cc3ccccc3cc2[nH]1	-3%	6	-22	9%
O=[N+]([O-])c1ccc(NC(=S)N2CCN(c3ccccc3)CC2)cc1	0%	8	-16	/
Cc1ccc(NC(=S)Nc2ccc3cn[nH]c3c2)cc1C	-10%	5	?	/
O=C(CN(CCc1ccccc1)S(=O)(=O)c1ccc(Br)cc1)N/N=C/c1ccc2c(c1)OCO2	-1%	/	3	/
CCOCCCNC(=O)CCCC1=NS(=O)(=O)c2ccccc2N1	-4%	/	-17	/
COc1ccc(N(C(=O)COc2ccccc2)C2C=CS(=O)(=O)C2)c(OC)c1 (stereo not drawn)	3%	2	120	11%
N#CCCN(C1CCCCC1)S(=O)(=O)CCOc1ccccc1	3%	-3	?	-1%
COc1ccc(NC(=O)C2CCCN(S(=O)(=O)c3cccc4cccnc34)C2)cc1OC (stereo not drawn)	-6%	2	-16	0%
O=C1CN(S(=O)(=O)c2ccc(Cl)cc2)CC(=O)N1CCc1ccccc1	5%	-1	48	-3%
CCOc1cc(CNCCc2ccc(S(N)(=O)=O)cc2)ccc1OCc1ccc(Cl)cc1	2%	?	-6	48%[activator]
O=C(O)[C@H]1CCCC[C@H]1C(=O)NCCc1ccccc1	-8%	4	16	4%
CC12CCC(C(=O)N3CCN(c4ncccn4)CC3)(c3nc4ccccc4nc31)C2(C)C (stereo not drawn)	2%	6	35	8%
C=CCSC1=N/C(=C/c2ccsc2)C(=O)N1c1ccccc1	-13%	/	-7	/
COc1cc(CCNC(=O)c2cnn3ccccc23)cc(OC)c1OC	0%	4	28	3%
O=S1(=O)CCN2C(=N1)SC1=C2CCN(Cc2ccccc2)C1	1%	1	?	3%
COc1ccc(NC(=O)CO/N=C2\CCCc3nonc32)cc1	-5%	4	?	/
Cc1cc(OCC(=O)N(C(C)C)C(C)C)cc(C)c1Br	2%	/	-23	/
CCC12C(=O)C(CC)(C(c3ccccc3)=C1c1ccccc1)[C@@H]1C(=O)N(c3ccccc3)C(=O)C12 (stereo partly drawn)	-1%	7	-20	/
Cc1ccc(C(NC(=O)N2CCCCC2)=C(Cl)Cl)cc1F	0%	/	-6	/
C=CCc1cccc2cc(NC(C)=O)c(=O)oc12	-4%	5	15	1%
CCCC/C(C)=N/NC(=O)Nc1ccccc1	11%	-3	48	/
COc1ccc(C(=O)N2CCc3cc(OC)c(OC)cc3C2c2cccc([N+](=O)[O-])c2)cc1 (stereo not drawn)	-2%	7	26	-7%
COc1ccccc1/C=C/C=C1\Oc2c(ccc(O)c2CN2CCN(CCO)CC2)C1=O	-1%	/	-28	/
CC(CC(=O)N1CCN(c2ccccc2F)CC1)c1ccccc1 (stereo not drawn)	13%	/	62	/
CC1=C2C3OC(=O)C(C)[C@@H]3CC[C@](C)(O)C2C2C3C4C5(C12)[C@H]1OC(=O)[C@@H](C)C1CC[C@]4(C)O[C@]5(C)[C@@H]3O (stereo partly drawn)	2%	/	-14	/

(cont.)
mol	ALOX12 inhib	IMPase cell inh	PNC assembly inh	15-hLO-2 inh
CC(=O)Nc1ccc(S(=O)(=O)NCc2ccc(C(=O)NCCN3CCCCCC3)cc2)cc1	2%	4	-4	-1%
CN(C)c1ccc(C=Nc2ccccc2)cc1	3%	6	-12	-3%
CCN(CC)S(=O)(=O)c1ccc(F)c(C(=O)NCCCN2CCOCC2)c1	-3%	4	-117*	2%
O=C(CSCc1ccccc1)Nc1ccc(Cl)cn1	-4%	-12	21	-9%
Brc1ccccc1OCCCn1cnc2ccccc21	-17%	2	26	29%
O=C1NCCNC(=O)c2ccccc2OCCOc2ccccc21	-3%	/	-10	/
O=C(c1ccccc1)c1coc2ccc(O)c(Cl)c12	-9%	-1	54	-26%
CCOc1cccc(OCCn2cnc3ccccc3c2=O)c1	-2%	/	-91*	/
CC(C)(C)n1nnnc1C(c1ccccc1F)N(Cc1ccco1)CC1CCCO1 (stereo not drawn)	-8%	9	33	-9%
COc1ccc(OC)c(C2=NOC(C(=O)Nc3cccnc3)C2)c1 (stereo not drawn)	-4%	-3	3	5%
CCOC(=O)c1ccccc1NC1c2ccccc2C(=O)N1C1CCN(C(=O)OCC)CC1 (stereo not drawn)	-13%	12	2	/
COc1ccc(NC(=O)CSc2nc3[nH]ncc3c(=O)n2-c2ccccc2C)cc1OC	0%	/	?	/
COC(=O)c1c(C#N)c(N)nc2c1CCC2	0%	11	32	-8%
CCOC(=O)C1=C(O)C(=O)N(c2ccc(S(N)(=O)=O)cc2)C1c1ccc(OC)cc1OC (stereo not drawn)	0%	-10	47	6%
O=C(N/N=C/c1c[nH]c2ccccc12)c1ccncc1	2%	/	38	/
Cc1ccc(S(=O)(=O)N/N=C/c2ccc(OC3CSC3)cc2)cc1	-2%	8	-16	-10%
Cc1cccc(OCC(=O)NNc2c3ccccc3nc3ccccc23)c1	0%	4	-9	-11%
CC(=O)c1ccc(OC2OCCOC2Oc2ccc(C(C)=O)cc2)cc1 (stereo not drawn)	3%	16	-4	/
N#CC12CCCCC1CC1CCCCC1(C#N)N2Cc1ccccn1 (stereo not drawn)	2%	10	-13	-2%
O=C(O)CCc1ccc(-c2cccs2)n1NC(=O)c1ccco1	-3%	7	15	-2%
